# A-T KAP1 phos: potential ataxia-telangiectasia treatment; […] A-T fibroblasts, KAP-1 phosphorylation AlphaLISA; neocarzinostatin DNA damage 30 min before lysis; Potency, µM (top dose mostly 57.5 µM), without a hit: at the top dose activation, usual class: activators; hit rate 0.19% among 320,000; also: potency is read from the fitted curve at half-maximal effect; % of control where 0% means no effect; nearly all actives have a fitted effect of over 45% in size
#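 ATM-like activity read as KAP-1 phosphorylation via AlphaLISA donor/acceptor antibody pairs after lysis and 6 hr at 25C. Cells were ATM-null patient fibroblasts ([…], hTERT), dosed 60 min, then exposed to the DSB inducer NCS for 30 min.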
# MBNL1 CUG block: blocks human MBNL1 binding to CUG repeat RNA | Q9NR56 | TR-FRET MBNL1-His/biotin-(CUG)12 binding, 665/545 ratio | Potency, µM (doses to about 57.5 µM), for the others: at the highest dose activity change, negative = inhibition, usual class: inhibitors | hit rate 0.036% among 280,000; active = well fitted inhibition curve with a large enough effect in the signal ratio, with a control signal flat, not every such curve was filed as active; inconclusive = small, poorly fitted or top-dose-only effect, or effect the other way, or a change in a side signal; inactive = no such curve, though single readings can be large or run the other way; the % refers to the signal ratio; also: potency is read from the fitted curve at half-maximal effect; % is scaled to controls: 0 for no effect and ±100 for the full control effect
# Target sequence (Q9NR56 whole entry, looked up): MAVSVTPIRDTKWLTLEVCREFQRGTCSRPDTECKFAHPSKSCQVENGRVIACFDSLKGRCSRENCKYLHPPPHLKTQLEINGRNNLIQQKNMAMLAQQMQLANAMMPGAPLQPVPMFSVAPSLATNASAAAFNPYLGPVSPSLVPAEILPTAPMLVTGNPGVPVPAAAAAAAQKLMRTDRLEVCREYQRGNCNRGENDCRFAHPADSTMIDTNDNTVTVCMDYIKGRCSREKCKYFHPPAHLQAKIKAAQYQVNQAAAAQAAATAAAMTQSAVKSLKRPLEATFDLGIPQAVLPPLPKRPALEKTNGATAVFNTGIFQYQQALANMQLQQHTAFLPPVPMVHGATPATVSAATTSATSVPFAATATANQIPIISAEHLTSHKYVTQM
#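 Compounds (final 92 nM to 58 uM) are added to His-tagged MBNL1 and biotin-(CUG)12, then terbium anti-His antibody and streptavidin-XL665 (5 nM final). After 60 min at room temperature, the 665/545 nm ratio is read.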
# CXXC DNA block: blocks binding of human MLL CXXC domain to DNA. hit rate 0.037% among 290,000. Q03164. AID 2662. MLL-CXXC / FITC-HOXA9 DNA fluorescence polarization. Potency, µM (top dose mostly 115 µM), for the others: top-dose activity change, negative = inhibition, usual class: inhibitors; active = well fitted inhibition curve with a large enough effect in the polarisation, with a control signal flat, not every such curve was filed as active; inconclusive = small, poorly fitted or top-dose-only effect, or effect the other way, or a change in a side signal; inactive = no such curve, though single readings can be large or run the other way; the % refers to the polarisation; also: potency is read from the fitted curve at half-maximal effect
#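 Fluorescence polarization: 7 uM MLL-CXXC (stock) preincubated 5 min with compounds, then 50 nM fluorescein-HOX-A9 DNA (stock) added; 30 min ambient. Buffer 50 mM Tris-HCl pH 7.5, 50 mM NaCl, 1 mM DTT, 0.05% BSA.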
# Mito fusion act: inhibitors of mitochondrial division or activators of mitochondrial fusion; S. cerevisiae fusion-defective mutant growth rescue, CellTiterGlo 48 h; Potency, µM (titrated, usually from 46.1 µM), for the others: at the highest dose growth rescue (activation), usual class: activators; hit rate 0.23% among 320,000;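 also: potency is read from the fitted curve at half-maximal effect; % of control where 0% means no effect; nearly all actives have a fitted effect of over 45% in size; temperature-sensitive fusion mutants such as fzo1-1 at 37 °C on non-fermentable ethanol glycerol medium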
#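 Yeast fusion mutant, YPEG (non-fermentable carbon), compound, 48 h at 37C non-permissive; CellTiterGlo added, 10 min RT, luminescence read. Rescued growth = division inhibition.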
# TSG101-PTAP inh: blocks PTAP/TSG101 interaction to inhibit HIV-1 budding. Fluorescence polarization, FITC-PTAP peptide / Tsg101 binding. Potency, µM (titrated, usually from 115 µM), for the others: at the highest dose activity change, negative = inhibition, actives largely listed as inhibitors. 340,000 tested, under 10 active. AID 493005; active = well fitted inhibition curve with a large enough effect in the main read-out, with a control signal flat, not every such curve was filed as active; inconclusive = small, poorly fitted or top-dose-only effect, or effect the other way, or a change in a side signal; inactive = no such curve, though single readings can be large or run the other way; also: potency is read from the fitted curve at half-maximal effect; % of control where 0% means no effect
#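 Compounds were pin-transferred onto Tsg101 binding domain (10 uM final) in HEPES pH 7.5 buffer, then FITC-PTAP peptide was added at 50 nM final. After 20 min at RT, polarization reported peptide displacement across a qHTS concentration series.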
# Menin-MLL TR inh: displaces Texas Red mutant MLL peptide from human menin; AID 1768; Potency, µM (series often up to 61.6 µM), for inactives: at the top dose FP activity change, negative = inhibition, usual class: inhibitors; Menin + Texas Red MLL mutant peptide, fluorescence polarization; O00255; hit rate 0.23% among 270,000; active = well fitted inhibition curve with a large enough effect in the polarisation, with a control signal flat, not every such curve was filed as active; inconclusive = small, poorly fitted or top-dose-only effect, or effect the other way, or a change in a side signal; inactive = no such curve, though single readings can be large or run the other way; the % refers to the polarisation; also: potency is read from the fitted curve at half-maximal effect; % of control where 0% means no effect; many of its hits are not listed in these tables
# Target sequence (O00255 whole entry, looked up): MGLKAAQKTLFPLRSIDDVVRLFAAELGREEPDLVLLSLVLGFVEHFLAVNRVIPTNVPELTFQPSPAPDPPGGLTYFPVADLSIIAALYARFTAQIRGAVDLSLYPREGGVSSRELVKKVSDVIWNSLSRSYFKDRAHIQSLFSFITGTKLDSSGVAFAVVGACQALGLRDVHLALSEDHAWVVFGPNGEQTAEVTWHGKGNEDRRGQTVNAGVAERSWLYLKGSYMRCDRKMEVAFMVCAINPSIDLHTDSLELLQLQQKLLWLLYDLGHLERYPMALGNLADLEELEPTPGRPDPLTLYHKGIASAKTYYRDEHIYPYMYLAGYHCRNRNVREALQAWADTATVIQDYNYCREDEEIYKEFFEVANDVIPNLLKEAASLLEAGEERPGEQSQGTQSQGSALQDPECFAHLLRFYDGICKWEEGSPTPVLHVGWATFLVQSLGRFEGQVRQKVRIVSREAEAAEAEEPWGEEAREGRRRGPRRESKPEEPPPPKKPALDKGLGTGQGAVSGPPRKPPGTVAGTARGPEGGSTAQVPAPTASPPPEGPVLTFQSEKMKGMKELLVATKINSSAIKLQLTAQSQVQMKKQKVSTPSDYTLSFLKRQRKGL
# Integrin act MD: activates integrin-mediated alleviation for muscular dystrophy. alpha7betagal myoblasts, beta-gal FDG fluorescence, 48 h. Potency, µM (highest dose often 38.3 µM), without a hit: at the highest dose activation, actives largely listed as activators. hit rate 0.064% among 350,000. AID 624291;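 also: potency is read from the fitted curve at half-maximal effect; 100% = response of the positive control SU9516; nearly all actives have a fitted effect of over 60% in size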
#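 Alpha7betagal+/- myoblasts (passage 13) were plated 16-24 hr, then exposed to compounds (1:260 dilution of DMSO stock) for 48 hours at 37C. After MPER lysis, β-galactosidase reporter activity was read as FDG fluorescence (ex 480/em 540) after 30 minutes.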
# TCR act: T cell receptor activation; Potency, µM (series often up to 9.22 µM), for inactives: top-dose activation of IL-2 secretion, most hits filed as activators; AID 504894; 330,000 tested, under 10 active; primary human leukocytes, anti-CD3, IL-2 HTRF, 48 h; also: % of control where 0% means no effect
#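 TCR engagement came from a-CD3 beads alone, with compounds added to primary human leukocytes for 48 hr. Secreted IL-2 bridged europium cryptate- and d2-labelled anti-IL-2 antibodies, giving FRET emission at 665nm after 320nm excitation.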
# TSHR antag: antagonists of human thyroid stimulating hormone receptor; P16473; TSHR-expressing cells, TSH-stimulated cAMP HTRF, 2 h; active compounds read low; activity change, negative = inhibition, % at 11.5 µM; hit rate 0.2% among 330,000;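 active = activity change below a set negative limit, meaning inhibition stronger than a set level, cut at about -70% in these data; inconclusive = activity change between two set negative limits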; also: % is scaled to controls: 0 for no effect and ±100 for the full control effect
#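 Read-out is FRET at 665 nm (cryptate excitation 337 nm) from a cryptate-tagged anti-cAMP antibody, competed by cell cAMP against cAMP-d2. Compounds are tested on freshly harvested TSHR cells challenged with 4nM TSH (EC80) for 2 hours at 37 deg C.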
# S-ASM inh: inhibitors of human secretory acid sphingomyelinase; P17405; placental ASM, HMU-PC fluorogenic substrate, 60 min; Potency, µM (top dose mostly 57.5 µM), for inactives: at the top dose activity change, negative = inhibition, usual class: inhibitors; hit rate 0.006% among 340,000; also: potency is read from the fitted curve at half-maximal effect
#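 Fluorescence read-out (Ex 386 nm, Em 447 nm) after stopping the reaction at pH 10. Enzyme: ASM from human placenta; substrate HMU-PC0, 9 uM final; 60 min, 37 °C. Compound preincubation 10 min, ambient temperature.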
# * hit, by the source's call; ? = inconclusive; nt = no result given; & = joins results of further samples; [ ] = dose if it differs, or a comment. Unless noted, calls follow the shape of the dose curve; as a rule, active = well fitted curve in the direction sought with a large enough effect; inconclusive = small, poorly fitted or top-dose-only effect, or another doubt; inactive = no such curve, though single readings can be large; an effect the other way counts as inactive or inconclusive. Some of the compounds tested; rates above refer to the full screens.
SMILES,A-T KAP1 phos,MBNL1 CUG block,CXXC DNA block,Mito fusion act,TSG101-PTAP inh,Menin-MLL TR inh,Integrin act MD,TCR act,TSHR antag,S-ASM inh
Cc1nc(NC(=O)/C=C/c2ccco2)sc1C,-3%,5%,1%,-1%,-3%,?,11%,-2%[46.1 µM],-8,7%
COc1ccc(-c2nc(CN3CCN(Cc4ccccc4)CC3)c(C)o2)cc1,1%,-7%,-11%,-12%,2%,-14%,8%,-2%,2,0%
CCCOC(=O)c1cc(NC(=O)/C=C/c2ccccc2)ccc1O,5%,2%,-5%,?,nt,-9%,nt,nt,?,nt
COC(=O)c1ccccc1NC(=O)Nc1ccc(Cl)cn1,4%,2%,10%,1%,5%,25%,11%,10%,14,0%
CCCNC(=O)c1cc(S(=O)(=O)N2CCc3ccccc32)cn1C,5%,-2%,nt,4%,-7%,23%,-23%,-2%,-14,5%
CCc1ccc(NC(=O)C2CCN(S(=O)(=O)c3ccc4c(c3)CC(C)N4C(C)=O)CC2)cc1 (centres undefined),8%,2%,1%,-1%,-6%,?,-18%,-4%,?,-9%
CC(C)CN1CCN(C(=O)CCc2nnc(Cc3c[nH]c4ccccc34)o2)[C@@H](C)C1=O,11%,-1%,10%,2%,-6%,nt,5%,-3%,-18,6%
CC(=O)NS(=O)(=O)c1ccc(NC(=O)c2ccc3c(c2)C(=O)N(CCC(C)C)C3=O)cc1,-2%,nt,-7%,-6%,-3%,-5%,-5%,4%[46.1 µM],8,?
CC1CC1C(=O)NCCc1ccc(Cl)cc1 (centres undefined),1%,-10%,0%,1%,-7%,3%,-4%,2%[46.1 µM],3,2%
N#Cc1ccc(-c2ccc(C3Nc4ccccc4C(=O)N3O)o2)cc1 (centres undefined),-4%,nt,nt,-3%,nt,nt,nt,-3%,-10,130%[activator]
CCOCCn1c(SC)nc2c1c(=O)[nH]c(=O)n2C,-1%,-6%,5%,-14%,-3%,11%,15%,-1%,7,2%
O=C(Nc1ccccn1)c1sc2cc([N+](=O)[O-])ccc2c1Cl,2%,40%[activator],4%,-9%,-8%,?,72%,nt,-9,-9%
COc1ccc(/C=C2\SC(N3CCCCC3)=NC2=O)cc1,16%,?,-15%,24%,-1%,?,-13%,1%,7,-1%
CC(C)CNC(=S)N1CCC(Cc2ccccc2)CC1,-2%,0%,2%,-7%,-2%,10%,-40%,2%,-16,0%
CN(CC(=O)Nc1cccc(F)c1)C(=O)CCCc1nc2ccccc2c(=O)[nH]1,nt,nt,nt,1%,0%,nt,8%,-3%,-4,nt
O[C@H]1c2ccccc2[C@H](Cc2cncs2)[C@@H]1Br,7%,nt,nt,-7%,2%,nt,7%,2%,-14,6%
CCOc1ccccc1C(=O)NCC(=O)NCC(c1ccc(OC)cc1)N1CCOCC1 (centres undefined),5%,nt,nt,-3%,-5%,nt,6%,10%,7,1%
Cc1cc(C(=O)N[C@@H](c2ccccc2)[C@]2(C)C[C@H]2[C@@H](C)C(=O)Nc2ccc3ccccc3c2)no1,-11%,-6%,20%,0%,nt,2%&-8%,-18%,-5%,-14,-2%
CCOC(=O)C1=C(C)Nc2ccccc2S1,6%,1%,3%,0%,0%,nt,-29%,-1%,7,-1%
CC1=N/C(=C/c2cc(Br)cc(Br)c2O)C(=O)O1,3%,4%,0%,15%,-3%,-10%,15%,nt,-8,4%
COc1cccc(N=Nc2ccc3cccnc3c2O)c1,-23%,30%[activator],-13%,24%,-5%,?,-5%,-4%,4,-11%
COc1ccc2ccccc2c1CN1CCN(Cc2ccccc2)CC1,2%,3%,2%,-4%,-5%,-21%,0%,1%,7,1%
NC(=NCCc1ccccc1)NS(=O)(=O)c1ccc(F)cc1,10%,3%,-8%,-2%,0%,10%,16%,5%[46.1 µM],5,0%
Cc1cc2ccccn2c1C(=O)Nc1ccccc1,0%,?,4%,-2%,-3%,-20%,18%,2%,-16,3%
O=C(COc1ccc([N+](=O)[O-])cc1)Nc1cc(C(=O)O)cc(C(=O)O)c1,3%,?,0%,5%,-1%,5%,-20%,1%,19,9%
Cn1c(N)c(C(=O)c2ccc(F)cc2F)c(=O)n(C)c1=O,-4%,1%,5%,-1%,0%,-1%,-2%,-7%[46.1 µM],4,3%
O=C(CSc1n[nH]c(-c2ccc(S(=O)(=O)N3CCCCC3)cc2)n1)Nc1nccs1,-9%,-13%,-8%,1%,-1%,?,5%,nt,-20,-3%
O=C1C[C@@H]2c3c(cccc3CN1Cc1ccccc1)C[C@@H](O)[C@H]2O,nt,nt,nt,nt,-4%,nt,29%,-5%,nt,4%
Cc1ccc2nc(NC(=O)C3CCCN(S(=O)(=O)c4cccnc4)C3)sc2c1 (centres undefined),-1%,1%,-17%,4%,-4%,10%,-11%,4%,-3,1%
CN=Cc1cc(-c2ccccc2)sc1O,-13%,?,5%,3%,1%,3%,-17%,nt,0,-3%
Cc1ccc(C(=O)N2CCN(c3ccccn3)CC2)cc1[N+](=O)[O-],-1%,18%,11%,-1%,-1%,4%,9%,2%,1,0%
COc1ccc(OC)c2sc(N3CCc4ccccc4C3)nc12,15%,-5%,-2%,14%,-2%,20%,-6%,10%,-5,-1%
COc1cc(O)c(C(CC(=O)N2CCCCC2)c2ccc(N(C)C)cc2)c(OC)c1 (centres undefined),3%,-10%,6%,21%,nt,-26%,-4%,-1%,1,2%
COc1ccc(Cn2cc(CN3CCS(=O)(=O)N(Cc4ccc(-c5cccc(Cl)c5)cc4)C(C)C3=O)nn2)cc1 (centres undefined),nt,nt,nt,nt,-7%,nt,-20%,1%,nt,-15%
COC(=O)CSc1nnc(-c2ccncc2)o1,0%,-15%,-2%,6%,-1%,11%,0%,-2%,4,3%
COC(=O)c1cn(NC(=O)c2ccc(OC)c(OC)c2)c(=O)c2ccccc12,7%,-7%,2%,4%,0%,-5%,6%,3%,9,-4%
O=C(/C=C/c1ccccc1[N+](=O)[O-])NNC(=O)c1ccncc1,6%,nt,nt,-4%,-4%,nt,12%,-1%,-3,1%
O=C(Nc1nnc(Cc2ccc(Cl)cc2)s1)C1CCCO1 (centres undefined),-4%,0%,-22%,-14%,-3%,-9%,24%,-2%,2,0%
COC(=O)c1ccc2c(C(C)(C)O)c(C(C)(C)O)[nH]c2c1,0%,20%,5%,-3%,nt,8%,nt,nt,-5,nt
O=C(CCNS(=O)(=O)c1ccc(Br)cc1)NCc1ccc(Cl)cc1,1%,-2%,4%,0%,-5%,?,3%,0%,13,-1%
Cc1ccc(S(=O)(=O)n2nc(OC(=O)c3c(-c4ccccc4Cl)noc3C)cc2N)cc1,2%,4%,-2%,-2%,-1%,0%,-36%[inhibitor],2%,8,-1%
O=C(NC(=S)Nc1ccc(N2CCOCC2)c(Cl)c1)c1sc2ccccc2c1Cl,3%,-6%,3%,-1%,-5%,4%,9%,-2%[46.1 µM],6,1%
O=C(Nc1nnc(C2CC2)s1)c1cc([N+](=O)[O-])ccc1N1CCCCC1,-15%,?,4%,?,-2%,8%,-25%,-4%[46.1 µM],-6,-7%
Cc1n[nH]c(=S)n1-c1ccc(Cl)cc1,-4%[11.5 µM],14%,1%,-2%,0%,15%,-2%,nt,-4,5%
O=C(Nc1nccs1)c1ccc(COc2c(F)c(F)cc(F)c2F)cc1,-9%,-2%,-1%,-33%,1%,58%[activator],-22%,5%,-12,-3%
O=C(NCc1ccccn1)C1CC(c2ccccc2Cl)=NO1 (centres undefined),-5%[11.5 µM],6%,0%,-2%,-4%,-4%,5%,-2%,9,2%
OCCN1CCN(CC#CCn2c3ccccc3c3ccccc32)CC1,10%,8%,12%,-8%,-2%,0%,-48%[inhibitor],1%,33,1%
CCOc1ccc(C2C(=O)N(C3CCCCC3)CC(=O)N2CC2CCCO2)cc1OC (centres undefined),-3%,-6%,-19%,-1%,-1%,-7%,2%,-10%,0,2%
COc1ccc(CCNC(=O)C2CC3Cn4c(nc5ccccc54)C3N2C)cc1 (centres undefined),26%,-4%,18%,-6%,-10%,nt,-1%,-3%,5,2%
O=C1Nc2ccccc2SC1c1ccccc1 (centres undefined),-1%,1%,-6%,14%,-6%,5%,10%,-29%,2,-4%
CC(=O)Nc1ccc2c(CSc3nncs3)cc(=O)oc2c1,?,?,3%,11%,-4%,nt,-17%,1%,12,41%[activator]

# From PubChem
